Screens as filed in PubChem.
GRP78 ERSR act: qHTS for Inducers of the Endoplasmic Reticulum Stress Response (ERSR) in Human Glioma: qHTS. U87-MG GRP78 promoter luciferase reporter, 16 h. Potency, µM, for the others: top-dose activation, actives largely listed as activators. 420,000 tested, 0.02% active; note: potency is the fitted concentration of half-maximal effect; series mostly up to about 76 µM; % of control where 0% means no effect; nearly all actives have a fitted effect of over 35% in size
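ERSR induction read as luciferase luminescence (Bright-Glo, 10 min at room temperature) in stably transfected human U87-MG glioma cells exposed to compounds for 16 h, using GRP78 as sensor.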
LDHA block: qHTS assay for inhibitors of human lactate dehydrogenase | L-lactate dehydrogenase A chain (Homo sapiens), P00338 | purified LDHA, NADH/diaphorase-resazurin fluorescence; hits give low values | activity change, % (values are at about 110 or 230 µM) | 480,000 tested, 0.15% active; in the data active = activity change below about -30%; inconclusive = mostly about -25% to -30%;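 note: plate controls were DMSO wells for no effect and wells without enzyme for full effect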
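Remaining NADH was detected by diaphorase (0.133 mg/mL) converting 37 µM resazurin to fluorescent resorufin, read at 0 and 20 minutes. The preceding 5-minute room-temperature reaction used 2 nM LDHA, 0.2 mM sodium pyruvate and 0.06 mM NADH at pH 7.4.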
RGS4 inh: Inhibitors of Regulator of G Protein Signaling (RGS) 4: qHTS | Transcreener GDP fluorescence polarization, RGS4-accelerated GTP hydrolysis | Potency, µM (titrated, usually from 114 µM), for the others: at the top dose activity change, negative = inhibition, most hits filed as inhibitors | 390,000 tested, 0.039% active; note: potency is the fitted concentration of half-maximal effect; % is set by controls: 0 for no effect and ±100 for the full control effect; nearly all actives have a fitted effect of over 75% in size; some results filed as inactive show a strong effect at the top dose
Target sequence (P49798 whole entry, looked up): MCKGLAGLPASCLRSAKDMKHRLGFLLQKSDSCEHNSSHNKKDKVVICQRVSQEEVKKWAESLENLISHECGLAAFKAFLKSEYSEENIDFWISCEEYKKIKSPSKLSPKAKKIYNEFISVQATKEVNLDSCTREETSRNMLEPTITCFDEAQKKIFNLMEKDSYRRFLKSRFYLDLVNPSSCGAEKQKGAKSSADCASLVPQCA
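MLSMR compounds (23 nl, pin-transferred) preincubated 10 min at room temperature with a 500nM (2x) first reagent, then RGS4 at 900nM (2x) plus Transcreener GDP mix added; fluorescence polarization (620/688 nm) read before and after 90 min at 30 °C.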
Vif-APOBEC3F blk: qHTS for Inhibitors of Vif-A3F Interactions: qHTS. HeLa A3F-eYFP + Vif (tagged APOBEC3F with the HIV-1 protein that degrades it), YFP fluorescence increase. Potency, µM (highest dose often 46.1 µM), for inactives: at the top dose activity, negative = active. 390,000 tested, 0.2% active; note: potency is the fitted concentration of half-maximal effect; % of control where 0% means no effect; nearly all actives have a fitted effect of over 65% in size
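HeLa cells stably expressing A3F-eYFP plus Vif, plated and incubated overnight at 37 deg C, then exposed to compounds overnight at 37 deg C. Blocked degradation read as raised yellow fluorescence (Ex 488/Em 500-530).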
Vif-APOBEC3G blk: qHTS for Inhibitors of Vif-A3G Interactions: qHTS; HeLa A3G-eYFP + Vif (tagged APOBEC3G with the HIV-1 protein that degrades it), YFP fluorescence, overnight; DNA dC->dU-editing enzyme APOBEC-3G (Homo sapiens), Q9HC16; AID 602310, 2012; Potency, µM (titrated, usually from 46.1 µM), for inactives: at the highest dose activity, negative = active, actives largely listed as inhibitors; 410,000 tested, 0.076% active;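 note: potency is the fitted concentration of half-maximal effect; % is set by controls: 0 for no effect and ±100 for the full control effect; nearly all actives have a fitted effect of over 60% in size; hits raise eYFP signal because A3G escapes Vif-driven loss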
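HeLa cells stably expressing Vif and C-terminally eYFP-tagged A3G, seeded overnight at 37 deg C, then exposed to compound by pintool overnight at 37 deg C. Rise in yellow fluorescence (Ex 488/Em 500-530, Acumen) marks blocked Vif-driven A3G degradation.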
TrxR1 substrate: qHTS Assay for Substrates of Mammalian Selenoprotein Thioredoxin Reductase 1 (TrxR1): qHTS | Thioredoxin reductase 1, cytoplasmic (Rattus norvegicus), O89049 | 390,000 tested, 0.01% active | Potency, µM (series often up to 114 µM), for inactives: top-dose activity change, negative = substrate turnover | purified TrxR1 substrate turnover, NADPH consumption readout; note: potency is the fitted concentration of half-maximal effect; % is set by controls: 0 for no effect and ±100 for the full control effect; nearly all actives have a fitted effect of over 50% in size
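Rat TrxR1, dispensed at 90 nM, was prereduced with 400 uM NADPH (final) for 5 min at ~22 deg C, then incubated with compound 15 min before 400 uM selenite. A first-read NADPH fluorescence drop versus no-compound background flagged substrates.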
USP1-UAF1 inh: Inhibitors of USP1/UAF1: Primary Screen. Ubiquitin carboxyl-terminal hydrolase 1 (Homo sapiens), O94782. recombinant USP1/UAF1, Ub-Rhodamine cleavage fluorescence. Potency, µM (doses to about 57.1 µM), for the others: at the highest dose activity change, negative = inhibition, actives largely listed as inhibitors. 390,000 tested, 0.23% active. AID 743255, 2014; note: potency is the fitted concentration of half-maximal effect; % is set by controls: 0 for no effect and ±100 for the full control effect; nearly all actives have a fitted effect of over 60% in size; inactives centre near -12
Target sequence (O94782 whole entry, looked up): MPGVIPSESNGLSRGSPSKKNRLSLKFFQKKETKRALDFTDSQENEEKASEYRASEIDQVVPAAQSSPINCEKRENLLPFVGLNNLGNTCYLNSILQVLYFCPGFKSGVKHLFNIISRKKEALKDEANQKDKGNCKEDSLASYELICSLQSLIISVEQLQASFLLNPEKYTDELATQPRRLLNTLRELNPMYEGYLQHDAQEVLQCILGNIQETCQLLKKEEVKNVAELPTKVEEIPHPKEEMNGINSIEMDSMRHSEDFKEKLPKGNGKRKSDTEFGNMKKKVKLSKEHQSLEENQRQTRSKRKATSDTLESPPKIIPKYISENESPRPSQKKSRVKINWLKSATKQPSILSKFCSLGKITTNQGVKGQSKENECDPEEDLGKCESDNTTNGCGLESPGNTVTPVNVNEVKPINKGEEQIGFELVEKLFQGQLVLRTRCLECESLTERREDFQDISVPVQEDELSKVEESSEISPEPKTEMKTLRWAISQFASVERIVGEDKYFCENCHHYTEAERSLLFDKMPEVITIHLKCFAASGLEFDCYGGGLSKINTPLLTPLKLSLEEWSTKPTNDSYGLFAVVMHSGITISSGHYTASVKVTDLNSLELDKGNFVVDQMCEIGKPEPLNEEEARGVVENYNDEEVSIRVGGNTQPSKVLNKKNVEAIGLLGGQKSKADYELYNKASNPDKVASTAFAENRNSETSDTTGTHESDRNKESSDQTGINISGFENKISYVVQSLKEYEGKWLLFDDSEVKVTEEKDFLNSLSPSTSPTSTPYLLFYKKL
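Step one: compound is pinned into 1nM USP1/UAF1 in HEPES pH 7.8 buffer with TCEP. Step two: 15 min room-temperature incubation. Step three: Ub-Rho (150nM final) starts cleavage, tracked by fluorescence over six one-minute reads.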
IDH1 R132H inh: qHTS for Inhibitors of mutant isocitrate dehydrogenase 1 (IDH1): qHTS; AID 602179, 2012; 390,000 tested, 0.093% active; IDH1-R132H enzyme, NADPH consumption, diaphorase/resazurin fluorescence; Isocitrate dehydrogenase [NADP] cytoplasmic (Homo sapiens), O75874; Potency, µM (highest dose often 76.6 µM), for inactives: at the highest dose activity change, negative = inhibition, hits mostly inhibitors; note: potency is the fitted concentration of half-maximal effect; % is set by controls: 0 for no effect and ±100 for the full control effect; nearly all actives have a fitted effect of over 65% in size
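IDH1-R132H (0.5 ug/mL dispensed) in pH 7.5 Tris buffer was preincubated 30 min with compound, then given a substrate mix of 0.016 mM NADPH and 2 mM alpha-KG for 80 min at room temperature; remaining NADPH was read by diaphorase/resazurin fluorescence.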
TrxR1 inh: qHTS Assay for Inhibitors of Mammalian Selenoprotein Thioredoxin Reductase 1 (TrxR1): qHTS | 390,000 tested, 1% active | AID 588453, 2011 | Thioredoxin reductase 1, cytoplasmic (Rattus norvegicus), O89049 | recombinant rTrxR1, NADPH fluorescence consumption, selenite substrate | Potency, µM (titrated, usually from 114 µM), without a hit: at the top dose activity change, negative = inhibition, actives largely listed as inhibitors; note: potency is the fitted concentration of half-maximal effect; % is set by controls: 0 for no effect and ±100 for the full control effect; nearly all actives have a fitted effect of over 65% in size
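Rat TrxR1 (90 nM in the dispensed reagent) was pre-reduced with 400 uM NADPH for 5 min at room temperature, then incubated with compound for 15 min. After 400 uM selenite was added, NADPH fluorescence (Ex 340/Em 450 nm) was followed for 8 min.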
Active calls of the source: *; u = inconclusive; x = not tested or not shown; & = joins results of further samples; [ ] = another dose, or the depositor's remark. Unless noted, calls come from the whole dose curve; as a rule, active = well fitted curve in the direction sought with a large enough effect; inconclusive = small, poorly fitted or top-dose-only effect, or another doubt; inactive = no such curve, though single readings can be large; an effect the other way counts as inactive or inconclusive. Only part of the results is shown, so the mix of outcomes need not match the whole.

SMILES	GRP78 ERSR act	LDHA block	RGS4 inh	Vif-APOBEC3F blk	Vif-APOBEC3G blk	TrxR1 substrate	USP1-UAF1 inh	IDH1 R132H inh	TrxR1 inh
CN(C)c1ccc(C(=O)NCC(c2cccs2)N2CCOCC2)cc1[N+](=O)[O-] (stereo not drawn)	-2%	-1	38%	-5%	2%	-3%	-21%	2%	-10%
Cc1ccc(C(C(=O)NC(C)(C)C)N(Cc2cccnc2)C(=O)C(=O)NC2CCCCC2)o1 (stereo not drawn)	2%	-8	16%	-12%	1%	5%[57.1 µM]	-12%	17%	21%[57.1 µM]
Cc1nnc(SCc2nc3ccccc3s2)n1-c1ccccc1	u	-4	-26%	-3%	-12%	7%	-2%	-1%	17%
O=C(NC1CCCC1)C(c1ccccc1)N(C(=O)c1ccno1)c1cccnc1 (stereo not drawn)	-4%	0	-31%	x	-1%	4%	-5%	0%	8%
CCC(=O)N(CCc1ccccc1)Cc1cc2ccc(OC)cc2[nH]c1=O	-3%	-2	-37%	-1%	-9%	14%	-22%	11%	18%
COC(=O)c1ccccc1S(=O)(=O)N1CCC(C(=O)NC2CCCCC2)CC1	-6%	-2	-7%	3%	-6%	6%	-23%	11%	15%
O=C(N/N=C/c1ccc([N+](=O)[O-])s1)c1ccncc1	u	7	19%	1%	-27%	-15%	-10%	-8%	u
O=C(Nc1ccc(O)cc1)c1c(O)c2c([nH]c1=O)CCCC2	2%	-6	-4%	-11%	-1%	3%[57.1 µM]	-4%	-2%	-3%[57.1 µM]
CN(C)c1ccc(NC(=O)CCN2CCN(c3ccccn3)CC2)cc1	-3%	-1	-24%	5%	0%	4%[57.1 µM]	-22%	-2%	5%[2.29 µM]
O=C(COC(=O)CCc1nc2ccccc2s1)NC(=O)NCc1ccco1	1%	-6	10%	-2%	0%	-4%[57.1 µM]	-13%	2%	21%[57.1 µM]
c1ccc(CSc2nc3ncccn3n2)cc1	-1%	-3	15%	-1%	-1%	8%	-17%	11%	10%
Cc1ccc(NS(=O)(=O)c2ccc(CCC(=O)NCc3ccccn3)cc2)cc1	-2%	-2	12%	-16%	4%	-4%[57.1 µM]	-13%	-4%	-6%[57.1 µM]
COc1ccccc1CCc1nnc(CCC(=O)NCC(C)Oc2cccnc2)o1 (stereo not drawn)	-6%	-7	0%	2%	1%	4%	-5%	3%	20%
O=C(CCCCC(=O)NN=Cc1ccc(Cl)cc1)NN=Cc1ccc(Cl)cc1	-2%	-12	8%	-8%	0%	1%	-10%	2%	13%
COCCSc1nnc(-c2cnccn2)o1	-1%	-7	-2%	-8%	-1%	15%[57.1 µM]	-19%	2%	7%[57.1 µM]
O=C(OCCN1CCN(C2=NS(=O)(=O)c3ccccc32)CC1)c1ccccc1F	-5%	-1	13%	-3%	0%	2%	-18%	7%	24%
Cc1ccc(NC(=O)CN2C(=O)NC3(CCCC3)C2=O)cc1S(=O)(=O)N1CCCCC1	-1%	-2	16%	1%	1%	2%	-9%	0%	9%
C=CCOC(=O)C(C#N)c1nc2ccccc2nc1N1CCC(C(=O)OCC)CC1 (stereo not drawn)	-8%	-5	-3%	2%	-2%	-3%[57.1 µM]	-4%	3%	3%
COc1ccc(NC(=O)c2cn(C)c(=O)c3cc(OC)c(OC)cc23)c(OC)c1	-3%	1	17%	-6%	0%	1%	-24%	-4%	14%
CC(=O)Nc1ncc(Cc2cccc(Cl)c2)s1	8%	1	-5%	-20%	-14%	-4%	-15%	2%	9%
Cc1ccc(NC(=S)N2CCCCC2)cc1C	-4%	-7	-11%	-21%	0%	8%[57.1 µM]	u	-3%	24%[57.1 µM]
COc1ccc(-c2cn(-c3ccccc3)c3[n+]2CCS3)cc1	-2%&-6%	-3&-2	-26%&-27%	1%&4%	2%&4%	3%[57.1 µM]	-15%&-2%	5%&0%	17%[57.1 µM]
CCOc1cc(S(=O)(=O)n2ccnc2C(C)C)ccc1Cl	-4%	-6	11%	-2%	3%	1%[57.1 µM]	u	0%	17%[57.1 µM]
COC(=O)c1nnn(-c2nonc2N)c1CSc1nc2ccccc2s1	0%	0	2%	4%	-6%	-10%	-11%	11%	-8%
O=C(COc1ccc(-n2cnnn2)cc1)Nc1ccc(Br)cc1F	-2%	-7	-2%	7%	-6%	1%	2%	-2%	9%
CC(=O)c1ccc(S(=O)(=O)N2CCc3ccccc3C2)cc1	-4%	-7	-6%	-16%	0%	5%[57.1 µM]	-16%	6%	12%[57.1 µM]
CN(C(=O)CSc1ncnc2sc3c(c12)CCCC3)C1CCS(=O)(=O)C1 (stereo not drawn)	-3%	-6	-3%	3%	-1%	7%[57.1 µM]	-10%	4%	-2%[2.29 µM]
N#CC1=C(S)N(c2ccccc2)C(c2ccc(-c3cccc(Cl)c3)o2)NC1=O (stereo not drawn)	4%	-1	u	7.1µM*	-6%	-4%	-14%	41µM*	40µM*
COc1cc2cc(C#N)c(SCC(=O)Nc3cc(C)on3)nc2cc1OC	0%	4	15%	-14%	-3%	5%	-4%	-12%	15%
Cc1cc(C)cc(OCC(=O)Nc2ccc(N3CCN(C(=O)c4ccco4)CC3)cc2)c1	-4%	-4	1%	1%	-5%	2%	6%	4%	4%
COc1ccc(NC(=O)N[C@@H](CCSC)C(=O)O)cc1OC	0%	0&0	-9%	17%	7%	2%	-18%	3%	12%
O=C(CNS(=O)(=O)c1ccc(F)cc1)N1CCOCC1	-3%	-2	1%	8%	1%	-2%	-22%	-1%	7%
COc1ccc2c(c1)c1c(c(=O)n(-c3ccc(F)c(Cl)c3)c(=O)n1Cc1ccccc1F)n2C	-3%	-7	12%	1%	-4%	9%	-19%	26%	34%
COc1ccc(OCC(=O)N(Cc2cccs2)c2ccc(OC)cc2)cc1	-3%	1	-19%	-9%	2%	0%	-11%	1%	32%
O=C(CNC(=O)c1ccc(Br)cc1)OCC(=O)c1ccccc1	-1%	-6	-5%	3%	0%	5%	-4%	4%	7%
NCCc1nnc(SCc2ccccc2Cl)o1	1%	-2	-16%	-16%	-1%	0%[57.1 µM]	-8%	7%	21%[57.1 µM]
COc1ccc(C2CC(=O)C=C(NNS(=O)(=O)c3ccc(C)cc3)C2)cc1 (stereo not drawn)	-3%	-4	18%	-1%	3%	-8%	-13%	0%	-18%
CCCOC(=O)c1ccc(-c2ccc(C=O)o2)cc1	-11%	-2	3%	-1%	2%	74%[activator]	-1%	6%	32µM*
COCCn1nnnc1C(c1ccc(Cl)cc1)N1CCN(C(=O)c2ccco2)CC1 (stereo not drawn)	-6%	4	-21%	9%	-4%	24%[0.0914 µM]	-19%	9%	53%[0.0914 µM]
CCC(C(=O)NCc1cccnc1)c1ccccc1 (stereo not drawn)	0%	-2	2%	-14%	2%	-7%	-19%	-4%	-7%
COC(=O)c1ccccc1NS(=O)(=O)c1ccc(Cl)nc1	-4%	-2	-2%	-14%	-4%	-5%	-12%	5%	10%
O=C(OC(C(=O)NC1CCCC1)c1ccccn1)c1cccs1 (stereo not drawn)	-2%	-1	-18%[56.9 µM]	-10%	1%	-2%	-3%	1%	5%
Cc1ccccc1CSc1nnc(-c2ccccn2)n1C	2%	-3	7%	-2%	-3%	6%	-14%	14%	14%
CCOC(=O)C1(Cc2cccc(OC)c2)CCCN(C(=O)CSC)C1 (stereo not drawn)	2%	-6	30%	2%	1%	-4%	-9%	-11%	10%
O=C(CN(Cc1ccccc1F)C(=O)c1csnn1)NCc1ccc2c(c1)OCO2	-3%	-6	7%	9%	-3%	9%[0.0914 µM]	-10%	9%	7%[57.1 µM]
CCN(CC)CCNC(=O)c1ccccn1	-5%	-1	-5%	1%	1%	5%	-20%	10%	12%[57.1 µM]
CN(C)Cc1ccc(CNC(=O)c2ccc(Cl)c(S(=O)(=O)NC3CC3)c2)cc1	3%	-6	5%	-6%	-1%	3%	-10%	-7%	19%
COc1cc(C(=O)Nc2ccc(S(=O)(=O)NC(C)C)cc2)cc(OC)c1OC	u	0	22%	5%	1%	0%	-2%	0%	-3%
COC(=O)c1c(-c2c(Cl)cccc2Cl)noc1NC(=O)NN1CCOCC1	-5%	-7	-2%	-4%	-9%	5%	-20%	1%	15%
